Screening data from PubChem BioAssay.
IMPase Li cell: qHTS Assay for Identifying the Cell-Membrane Permeable IMPase Inhibitors: Potentiation with Lithium. CHO-M1 cells, IP1 TR-FRET (IP-One), carbachol + lithium. Potency, µM (series often up to 59.4 µM), without a hit: at the highest dose activity, negative = IMPase inhibition, most hits filed as inhibitors. 0.35% of 210,000 active;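 also: IP1 builds up when IMPase is blocked and the TR-FRET signal falls; potency is read from the fitted curve at half-maximal effect; plate controls were basal vehicle for no effect and high inhibitor control for full effect; nearly all actives have a fitted effect of over 50% in size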
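CHO-M1, 2000 cells/well, 16–30 h culture; cpd + low Li+, 30 min 37C; lysis with d2-IP1/Eu-anti-IP1 Ab, 10 min RT; TR-FRET 665/620 ratio and 620 channel; AC50 via Hill.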
Luc counter: Counterscreen for Luciferase (Kinase-Glo TM) Inhibition; Kinase-Glo luciferase, ATP luminescence, 8 min; Potency, µM (highest dose often 38.3 µM), for the others: at the highest dose activity change, negative = inhibition, usual class: inhibitors; 0.28% of 200,000 active; AID 1379, 2008; also: potency is read from the fitted curve at half-maximal effect; % is scaled to controls: 0 for no effect and ±100 for the full control effect; nearly all actives have a fitted effect of over 60% in size
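Inhibition of Kinase-Glo luciferase light generation was assessed at 10 uM ATP in pH 7.2 imidazole buffer, with luminescence measured after eight minutes at ambient temperature.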
aGal spleen mod: qHTS Assay for Inhibitors and Activators of Human alpha-Galactosidase From Spleen Homogenate; AID 2107, 2009; human spleen homogenate, 4MU-alpha-Gal fluorescence, 40 min; Alpha-galactosidase A (Homo sapiens), P06280; Potency, µM (series often up to 80 µM), for the others: at the top dose activity change, negative = inhibition, actives largely listed as inhibitors; 0.008% of 240,000 active;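 also: potency is read from the fitted curve at half-maximal effect; 0% = enzyme with vehicle and -100% = no enzyme basal signal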
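Human spleen homogenate (1 ug) was the enzyme source, with 4-methylumbelliferyl-alpha-D-galactopyranoside (1 mM final) in pH 5.0 citrate buffer with 0.01% Tween-20. Compounds were titrated; after 40 min at 37C, NaOH/glycine stop, 4-MU fluorescence read; AC50 from Hill fits.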
CBFb RUNX1 block: qHTS Assay for Compounds Blocking the Interaction Between CBF-beta and RUNX1 for the Treatment of Acute Myeloid Leukemia. Runt-related transcription factor 1 (Homo sapiens) + Core-binding factor subunit beta …. AlphaScreen CBFb-His/RUNX1-biotin binding, biochemical. Potency, µM (doses to about 59.8 µM), without a hit: at the highest dose activity, negative = inhibition, actives largely listed as inhibitors. 230,000 tested, under 10 active. AID 1477, 2009; also: % of control where 0% means no effect
Target sequence (Q01196 whole entry, looked up): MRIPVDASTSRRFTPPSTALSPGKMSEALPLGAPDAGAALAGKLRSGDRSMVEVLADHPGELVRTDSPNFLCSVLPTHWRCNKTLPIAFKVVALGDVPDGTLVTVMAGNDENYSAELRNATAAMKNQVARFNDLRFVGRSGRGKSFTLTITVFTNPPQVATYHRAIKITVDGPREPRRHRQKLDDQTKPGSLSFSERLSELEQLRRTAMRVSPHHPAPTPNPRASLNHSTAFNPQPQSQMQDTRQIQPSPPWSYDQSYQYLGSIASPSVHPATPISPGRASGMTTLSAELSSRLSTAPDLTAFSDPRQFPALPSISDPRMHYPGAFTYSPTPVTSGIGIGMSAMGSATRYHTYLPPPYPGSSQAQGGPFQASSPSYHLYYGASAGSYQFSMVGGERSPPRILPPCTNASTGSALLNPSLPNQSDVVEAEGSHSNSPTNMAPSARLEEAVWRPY
Target sequence (Q13951 whole entry, looked up): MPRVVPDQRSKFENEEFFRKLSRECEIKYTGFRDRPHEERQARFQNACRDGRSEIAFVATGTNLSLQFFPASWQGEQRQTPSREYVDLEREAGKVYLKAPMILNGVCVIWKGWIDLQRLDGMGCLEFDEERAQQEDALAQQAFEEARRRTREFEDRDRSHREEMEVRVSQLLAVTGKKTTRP
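AlphaScreen binding: CBFb-His and RUNX1-biotin (30 nM each) preincubated 20 min, compound added for 15 min, then nickel and streptavidin beads for 90 min, all at room temperature. Disruption of the interaction by any mechanism counts as activity.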
Epigenetic reg: Quantitative High-Throughput Screen for Regulators of Epigenetic Control. AID 1865, 2009. Potency, µM (series often up to 53.9 µM), inactives show at the top dose GFP activation, actives largely listed as activators. murine LDR cells, GFP reporter derepression, 30 h. 0.2% of 280,000 active; also: potency is read from the fitted curve at half-maximal effect; % of control where 0% means no effect; nearly all actives have a fitted effect of over 60% in size
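Murine LDR cells bearing a silenced CMV-driven GFP reporter were exposed to compound for 30 h at 37 C. After PBS washes, GFP-positive cells (20-120 um objects) counted by laser-scanning microplate cytometry.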
NPSR antag: qHTS Assay for Antagonists of the Neuropeptide S Receptor: cAMP Signal Transduction | Q6W5P4 | Potency, µM (titrated, usually from 38.3 µM), for the others: top-dose activity change, negative = inhibition, hits mostly inhibitors | CHO-NPSR cells, cAMP TR-FRET, antagonist mode | AID 1461, 2008 | 1% of 220,000 active; also: potency is read from the fitted curve at half-maximal effect; % is scaled to controls: 0 for no effect and ±100 for the full control effect; nearly all actives have a fitted effect of over 50% in size; many of its hits are not listed in these tables
Target sequence (Q6W5P4 whole entry, looked up): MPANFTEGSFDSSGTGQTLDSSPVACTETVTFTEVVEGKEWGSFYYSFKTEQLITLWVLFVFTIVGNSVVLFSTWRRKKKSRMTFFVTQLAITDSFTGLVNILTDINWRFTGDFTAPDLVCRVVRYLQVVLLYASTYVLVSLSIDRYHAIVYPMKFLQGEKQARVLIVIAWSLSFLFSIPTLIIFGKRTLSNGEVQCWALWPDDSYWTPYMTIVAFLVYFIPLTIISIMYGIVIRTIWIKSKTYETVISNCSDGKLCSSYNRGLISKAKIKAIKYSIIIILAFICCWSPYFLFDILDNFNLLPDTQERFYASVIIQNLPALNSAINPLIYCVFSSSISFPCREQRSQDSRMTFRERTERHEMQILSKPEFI
Lamin A splicing: qHTS Assay for Modulators of Lamin A Splicing; HeLa LMNA splicing GFP/RFP minigene ratio, 48 h; Potency, µM (series often up to 46.1 µM), for the others: at the highest dose ratio change, negative = inhibition, usual class: inhibitors; 0.01% of 200,000 active; active = well fitted inhibition curve with a large enough effect in the signal ratio, with a control signal flat, not every such curve was filed as active; inconclusive = small, poorly fitted or top-dose-only effect, or effect the other way, or a change in a side signal; the % refers to the signal ratio; also: potency is read from the fitted curve at half-maximal effect; % is scaled to controls: 0 for no effect and ±100 for the full control effect
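Read-out is the ratio of GFP to DsRed2 object intensity, acquired by 488 nm laser-scanning cytometry on HeLa lamin A-EGFP minigene reporter cells. Compound incubation 48 hrs at 37 °C in Opti-MEM with 2% FBS; DMSO 0.5% final.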
* = called active by the depositor; ? = inconclusive; nt = not tested or not shown; [ ] = another dose, or the depositor's remark. Unless noted, calls follow the shape of the dose curve; as a rule, active = well fitted curve in the direction sought with a large enough effect; inconclusive = small, poorly fitted or top-dose-only effect, or another doubt; inactive = no such curve, though single readings can be large; an effect the other way counts as inactive or inconclusive.

structure | Luc counter | Lamin A splicing | NPSR antag | Epigenetic reg | aGal spleen mod | IMPase Li cell | CBFb RUNX1 block
Cc1ccc(N2C(=O)[C@@H]3[C@H](C2=O)[C@H]2C=C(C(=O)c4ccccc4)C=CN2[C@@H]3C(=O)c2ccc(Cl)cc2)cc1 | -1% | -3% | -7% | 0.0% | -8% | -11% | -1%
CCOc1ccc(NC(=O)c2ccccc2O)cc1 | -15% | ? | 3% | 0.0% | 2% | 11% | 7%
O=C1NC(=O)/C(=C/c2ccc(N3CCOCC3)o2)N1 | nt | nt | 15% | -1.1% | 13% | nt | 4%
CC(C)(O)CCC(C)(C)O | nt | nt | nt | nt | 8% | -9% | 8%[21.7 µM]
COC(=O)CNC(=O)C(Cc1c[nH]c2ccccc12)NC(=O)Oc1ccccc1 (centres undefined) | nt | nt | 8% | 0.0% | 8% | nt | 11%
O=C(NCc1ccco1)c1ccc(S(=O)(=O)N2CCCCC2)cc1 | -8% | -9%[46 µM] | -13% | -0.1% | -3% | 7% | 1%
CC(C)CCNC(=O)C(NS(=O)(=O)c1ccc2c(c1)c(=O)n(C)c(=O)n2C)c1ccccc1 (centres undefined) | -1% | -1% | 5%[46.1 µM] | -0.2% | 2% | -2%[38.3 µM] | 0%
O=C(CCCC(=O)OCC1CCCO1)OCC1CCCO1 (centres undefined) | -1% | ? | 5%[46.1 µM] | -1.1% | 6% | 21%[38.3 µM] | 0%
CCc1ccc(NC(=S)N2CCNC(=O)C2CC(=O)OC)cc1 (centres undefined) | 1% | -4%[46 µM] | 10% | -0.2% | 0% | 1% | -2%
COc1ccc(NC(=O)Oc2cc(C)ccc2C(C)C)cc1 | nt | nt | 20% | 1.0% | -7% | nt | 3%
O=C(c1cccs1)N1CCN(S(=O)(=O)c2ccccc2)CC1 | -4% | -2% | 2%[46.1 µM] | 0.1% | 9% | -7%[38.3 µM] | 1%
CCOC(=O)c1ccc2[nH]c(C)c(CCC(C)=O)c(=O)c2c1 | 9% | ? | 8%[46.1 µM] | -5.9% | 7% | ? | -2%
Fc1ccc(NC(=S)N2CCCCC2)cc1 | -2% | -20% | 5% | 2.8% | -1% | -6% | 0%
Cc1nc2ccc(NC(=O)c3ccccc3)cc2s1 | -2% | nt | 4% | -0.9% | 0% | 3% | 0%
CCCCN(C(=O)CC(c1ccccc1)c1ccccc1)c1c(N)n(CCC)c(=O)[nH]c1=O | nt | -7% | -28%[46.1 µM] | 0.0% | -13% | nt | 1%
CCCCn1c(=O)c(CCC(=O)O)nc2ccccc21 | 1% | nt | -6% | 4.0% | -20% | -14% | 26%
COCC(=O)Nc1cc(C(=O)NCCc2ccccc2)ccc1Cl | 1% | 5% | 16% | -1.0% | 4% | -4% | -7%
CC1(C)CC(=O)C/C(=N/NC(=O)C2CCN(S(=O)(=O)c3cccs3)CC2)C1 | -2% | -6% | 11% | -1.5% | -7% | -11% | -27%
Cc1cnn(Cc2ccccc2)c1N | 0% | 13% | 25%[46.1 µM] | -0.1% | 5% | 11%[38.3 µM] | 4%
CC(C)Cc1cc(C(=O)Nc2cccc(O)c2)no1 | nt | nt | 4% | 0.1% | -12% | nt | -1%
Cc1nc2nc(COc3ccccc3)[nH]n2c(=O)c1Cc1ccccc1 | -5% | 11% | -13%[46.1 µM] | -1.1% | 8% | 40%[activator][38.3 µM] | -2%
C=C(C)CNC(=S)N1CCN(C(c2ccccc2)c2ccccc2)CC1 | 2% | ? | -42% | 2.8% | -16% | 16% | -17%
CC(=O)c1ccc(NC(=S)N2CCN(C(=S)Nc3ccc(C(C)=O)cc3)C(C)C2)cc1 (centres undefined) | 1% | nt | 6% | 0.0% | -7% | 3% | 2%
Cc1ccc(-n2c(=S)[nH]c3[nH]ncc3c2=O)cc1 | 0% | ? | 18% | 1.1% | 0% | -10% | -5%
CC(=O)Nc1sc2c(c1C(c1cccs1)N1CCOCC1)CCCC2 (centres undefined) | 1% | ? | ? | -0.9% | 5% | 15%[38.3 µM] | 0%

structure | Luc counter | Lamin A splicing | NPSR antag | Epigenetic reg | aGal spleen mod | IMPase Li cell | CBFb RUNX1 block
COc1ccc(CNC(=O)COC(=O)/C=C/c2ccc(Cl)cc2)cc1 | 1% | ? | 10% | -4.0% | -1% | -3% | 7%
CC(C)C(=O)N1N=C(c2ccc(NS(C)(=O)=O)cc2)CC1c1cccs1 (centres undefined) | 1% | -6% | -17% | 3.4% | ? | 1% | 2%
CC(C)OC(=O)c1cc(C(=O)c2cc(F)ccc2O)coc1=N | -3% | -11% | -7%[46.1 µM] | 1.6% | 13% | 10%[38.3 µM] | 2%
Oc1ccc(/C=C/c2ccc3ccccc3n2)cc1 | ? | 13µM* | -15% | -0.4% | -1% | -10% | 29%
COc1cc(C(=O)NCC(c2cccnc2)N2CCN(c3ccccc3)CC2)cc(OC)c1OC (centres undefined) | 0% | -16% | -19%[46.1 µM] | 0.0% | -2% | 14%[38.3 µM] | -3%
CN(C)C(CNc1ncnc2sccc12)c1cccs1 (centres undefined) | -1% | -17%[46 µM] | 2% | 1.1% | 1% | 23% | -1%
c1cn(-c2cc(-c3ccc4c(c3)OCO4)ncn2)cn1 | nt | ? | nt | nt | 11% | -8% | nt
COC(=O)c1cccc(N(C(=O)c2ccco2)C(C(=O)NC2CCCC2)c2ccco2)c1 (centres undefined) | -1% | -5% | -9%[46.1 µM] | 0.0% | 4% | 12% | -1%
CCCOc1ccc2nc(C)c(CCC)c(SC(=N)N)c2c1 | nt | nt | -5%[7.67 µM] | -1.4% | 3% | nt | 7%
COc1ccnc(CSC(N)=Nc2cccc(C(F)(F)F)c2)c1 | -6% | ? | -21% | ? | 5% | 3% | 2%
CC(C)(C)NS(=O)(=O)c1ccc(NC(=O)NC2CCCCC2)cc1 | 0% | 2% | 3%[46.1 µM] | -1.2% | -2% | 6%[38.3 µM] | 1%
COc1ccc(CC(=O)OCc2cc3ccccc3[nH]c2=O)cc1 | -2% | 1% | -15%[46.1 µM] | 1.2% | -1% | -5%[38.3 µM] | 3%
O=C(NN1C(=O)c2ccccc2NC1c1ccco1)c1ccc([N+](=O)[O-])cc1 (centres undefined) | 1% | nt | 3% | -0.1% | 2% | 3% | 2%
CCOC(=O)c1ccc(N2C(=O)CC(C(=O)OC)=C2C)cc1 | 1% | -8% | -11%[46.1 µM] | -2.1% | 0% | 19%[38.3 µM] | 8%
O=C(CNS(=O)(=O)c1ccc(C(=O)N2CCOCC2)cc1)N1CCOCC1 | -2% | ? | -8%[46.1 µM] | 1.0% | 1% | -20%[38.3 µM] | -1%
O=C(CN1C(=O)S/C(=C\c2ccc(O)cc2)C1=O)c1ccccc1 | nt | nt | 12% | -1.2% | -18% | 18% | -9%
COc1ccccc1-c1nnc2sc(COc3ccccc3)nn12 | -2% | -19% | 12%[7.67 µM] | 1.5% | -2% | 12%[38.3 µM] | 4%
CCc1ccc(N(CC(=O)Nc2sc3c(c2C(=O)OC)CCCC3)S(C)(=O)=O)cc1 | 2% | 7% | -29% | -0.8% | 7% | 2% | 1%
Cc1cc(C)n(Cc2ccc(C(=O)NCc3ccco3)o2)n1 | 4% | -1% | -14%[46.1 µM] | 1.9% | -5% | -5%[38.3 µM] | 1%
CCCn1c(CNS(=O)(=O)c2ccc(C)cc2)nc2ccccc21 | -1% | -9% | 9% | 0.0% | -3% | 15% | 1%
CS(=O)(=O)Nc1nc2ccccc2[nH]1 | nt | nt | -3% | -0.1% | -13% | nt | 8%
CC1CCC(C(C)C)C(=O)/C1=C\c1ccc(NC(=O)CCC(=O)O)cc1 (centres undefined) | 2% | nt | -8% | 1.1% | -1% | 2% | 2%
CC1CC(C)CN(CCCOc2ccccc2[N+](=O)[O-])C1 (centres undefined) | 2% | 13% | 13% | -1.4% | 2% | 30% | -12%
CCOC(=O)C(NC(C)=O)(Nc1ccc(S(=O)(=O)Nc2ncccn2)cc1)C(F)(F)F (centres undefined) | 1% | 3%[46 µM] | 13% | -0.5% | -1% | -1% | -5%
CCc1ccc(CN(C)C(=O)c2cc(COc3c(F)cccc3F)on2)cc1 | -1% | ? | -25% | 0.0% | 10% | 22% | ?

structure | Luc counter | Lamin A splicing | NPSR antag | Epigenetic reg | aGal spleen mod | IMPase Li cell | CBFb RUNX1 block
CC(C)(C)n1nnnc1C(c1cccc(C(F)(F)F)c1)N1CCOCC1 (centres undefined) | -2% | 2% | 0%[46.1 µM] | -1.1% | 6% | -3%[38.3 µM] | 2%
COC(=O)/C(=C/c1c[nH]c2ccccc12)[N+](=O)[O-] | nt | -4% | -14%[46.1 µM] | 1.0% | 12% | nt | 1%
COc1ccc(/C=N/NC(=O)c2cccnc2)cc1COc1ccc(NC(C)=O)cc1 | nt | nt | 8% | -1.3% | 9% | nt | 2%
CC(=O)NS(=O)(=O)c1ccc(NC(=O)c2oc3c(Cl)cccc3c2C)cc1 | nt | nt | ? | -0.6% | 7% | nt | 4%
COC(=O)Nc1ccc(S(=O)(=O)N2CCC(C(=O)N3CCCC(C)C3)CC2)cc1 (centres undefined) | 3% | nt | 4% | 1.1% | -1% | 18% | 0%
CNC1C(O)C(O)C(CO)O[C@H]1OC1C(O[C@@H]2C(O)C(O)[C@@H](N=C(N)N)C(O)C2N=C(N)N)OC(C)[C@]1(O)C=O (some centres undefined) | -1% | nt | nt | -1.3% | 1% | 7% | 10%
S=c1[nH]c2ccccc2n2cccc12 | nt | nt | 38% | 0.5% | -1% | nt | -1%
CSCC(=O)Nc1ccc(F)c(Cl)c1 | nt | nt | -15% | 1.2% | -3% | nt | 5%

Three entries from above, sorted by count of non-hydrogen atoms, high to low:
structure | Luc counter | Lamin A splicing | NPSR antag | Epigenetic reg | aGal spleen mod | IMPase Li cell | CBFb RUNX1 block
CNC1C(O)C(O)C(CO)O[C@H]1OC1C(O[C@@H]2C(O)C(O)[C@@H](N=C(N)N)C(O)C2N=C(N)N)OC(C)[C@]1(O)C=O (some centres undefined) | -1% | nt | nt | -1.3% | 1% | 7% | 10%
CC(=O)NS(=O)(=O)c1ccc(NC(=O)c2oc3c(Cl)cccc3c2C)cc1 | nt | nt | ? | -0.6% | 7% | nt | 4%
S=c1[nH]c2ccccc2n2cccc12 | nt | nt | 38% | 0.5% | -1% | nt | -1%

These rows are one share of the data; count on the stated rates, not on these rows.
